High-throughput results deposited in PubChem BioAssay by several laboratories.
DAX1 inh-1 – inhibits human nuclear receptor DAX1 | P51843 | HEK293 Gal4-DAX1 luciferase reporter, luminescence | inhibition, % at 6.75 µM | 340,000 tested, 0.99% active | AID 504766;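 active means inhibition above the mean over all tested compounds plus 3 SD, cut at about 4.2% in these data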;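 further: 0% = DAX1-transfected cells with DMSO and 100% = empty-vector control cells with DMSO; inhibition shows as a rise in luminescence from relieved DAX1 repression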
Target sequence (P51843 207-470 limits assumed): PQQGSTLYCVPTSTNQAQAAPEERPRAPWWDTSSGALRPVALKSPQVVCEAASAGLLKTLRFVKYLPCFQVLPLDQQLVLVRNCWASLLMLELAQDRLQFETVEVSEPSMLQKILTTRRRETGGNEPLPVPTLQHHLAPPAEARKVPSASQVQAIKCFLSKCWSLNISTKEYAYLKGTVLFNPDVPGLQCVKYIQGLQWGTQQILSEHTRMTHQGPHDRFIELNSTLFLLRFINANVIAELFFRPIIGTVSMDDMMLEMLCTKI
NPR1 activator – GC-A (human) enzyme activation | P16066 | HEK293 GC-A cells, cGMP TR-FRET, EC30 ANP; 0% at EC30 ANP, 100% saturating ANP | activation, % at 10 µM | 370,000 tested, 0.14% active | AID 1671463; in the data active means activation above about 40%
ADAM17 inh – ADAM17 inhibition, QFRET primary screen | recombinant ADAM17, EDANS/DABCYL FRET peptide cleavage | inhibition, % at 6.95 µM | 370,000 tested, 0.83% active | AID 720648;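 active means inhibition above the mean of compounds lying between control limits plus 3 SD, set per campaign, cut at about 8.5% in these data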;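 further: 0% = DMSO-only wells as the low control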
SMARCA2 act – SMARCA2 function activation, primary screen. MG213 cells, MMTV-luciferase reporter, dexamethasone, overnight. AID 652017. activation, % at 9.1 µM. 370,000 tested, 1% active; in the data active means activation above about 7.8%;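 further: 0% = vehicle wells and 100% = reference activator wells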
ADAM10 inh – inhibits human ADAM10. inhibition, % at 7 µM. O14672. recombinant ADAM10, EDANS/DABCYL FRET peptide cleavage, 3 h. 370,000 tested, 0.62% active. AID 720582;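 active means inhibition above a per-campaign cutoff equal to the mean of compounds falling between control-based bounds plus 3 SD, cut at about 20% in these data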;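 further: 0% = DMSO wells while the 100% control is not disclosed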
Target sequence (O14672 214-748 limits assumed): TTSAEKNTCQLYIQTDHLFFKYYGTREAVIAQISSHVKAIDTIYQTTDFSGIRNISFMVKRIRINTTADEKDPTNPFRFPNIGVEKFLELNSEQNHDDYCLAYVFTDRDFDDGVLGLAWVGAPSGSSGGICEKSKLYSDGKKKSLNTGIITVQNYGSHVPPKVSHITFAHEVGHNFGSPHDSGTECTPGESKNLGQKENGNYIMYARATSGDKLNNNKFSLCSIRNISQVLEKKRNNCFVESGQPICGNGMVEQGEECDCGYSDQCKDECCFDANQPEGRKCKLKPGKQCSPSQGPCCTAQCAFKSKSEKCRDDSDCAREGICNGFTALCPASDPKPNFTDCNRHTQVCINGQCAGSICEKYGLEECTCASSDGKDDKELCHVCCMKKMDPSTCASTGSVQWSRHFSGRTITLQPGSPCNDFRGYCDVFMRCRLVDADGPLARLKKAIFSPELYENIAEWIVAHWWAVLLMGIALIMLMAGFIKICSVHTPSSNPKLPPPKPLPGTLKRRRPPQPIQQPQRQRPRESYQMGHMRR
DAX1 inh-2 – inhibitors of DAX1 repression of SF-1 activated StAR promoter; HEK293T StAR-luciferase reporter, SF-1/DAX-1 repression relief; inhibition, % at 6.8 µM; 370,000 tested, 1.1% active; AID 652010;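 active means inhibition above the mean over all tested compounds plus 3 SD, cut at about 3.6% in these data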;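 further: 0% = DAX-1 cells with DMSO and 100% = cells lacking DAX-1 with DMSO; higher inhibition means more luminescence from relief of DAX-1 repression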
ssDAF-12 act – activates DAF-12 receptor from parasite S. stercoralis; activation, % at 6.8 µM; HEK293 ssDAF-12/GRIP1 lit1-tk-luc reporter, luminescence; % of 3 µM dafachronic acid response; 370,000 tested, 1% active;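 active means activation above the mean over all tested compounds plus 3 SD, cut at about 0.9% in these data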;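 further: 0% = DMSO-only wells and 100% = 3 µM delta7-dafachronic acid wells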
FXN GAA850 act – frataxin GAA850 promoter activation. 360,000 tested, 0.56% active. AID 540364. HEK293 lucGAA850 FXN promoter luciferase reporter, 24 h; percent of 10 µM SAHA response. activation, % at 6 µM;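 active means activation above the average of all compounds screened plus 3 SD, cutoff fixed separately per campaign, cut at about 7.5% in these data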;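 further: 0% = DMSO wells and 100% = 10 µM SAHA wells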
PG9 binder – binds the HIV-1 gp120 antibody PG9 | TR-FRET gp120-PG9 antibody binding | inhibition, % at 6.7 µM | 360,000 tested, 0.43% active; in the data active means inhibition above about 8.5%
hgDAF-12 ag – hgDAF-12 agonism, primary luciferase screen. 370,000 tested, 1.8% active. HEK293 GAL4-hgDAF12 UAS-luciferase reporter, agonist luminescence; normalized to butyrate control. activation, % at 6.8 µM;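 active means activation above a cutoff set at the mean of all screened compounds plus 3 SD, cut at about 10% in these data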;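 further: 0% = DMSO wells and 100% = sodium butyrate wells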
hcDAF12 agonist – activates DAF-12 receptor from parasite H. contortus; HEK293 hcDAF-12 lit1-tk-luc reporter, luminescence; 0% DMSO, 100% Δ7-dafachronic acid; 370,000 tested, 1.4% active; activation, % at 6.8 µM; AID 652067;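 active means activation above the mean of all tested compounds plus 3 SD, cut at about 5.5% in these data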;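 further: 100% = response to 3 µM Δ7-dafachronic acid high control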
Numbers without * were called inactive; . = not tested or not shown.

Abbreviations – A = DAX1 inh-1; B = NPR1 activator; C = ADAM17 inh; D = SMARCA2 act; E = ADAM10 inh; F = DAX1 inh-2; G = ssDAF-12 act; H = FXN GAA850 act; I = PG9 binder; J = hgDAF-12 ag; K = hcDAF12 agonist
NC(CCc1ccccc1)c1csc(NC(=O)Nc2cccc(C(F)(F)F)c2)n1 (stereo not given)
  A: .; B: -3; C: 1; D: -4; E: -6; F: 0.6; G: -1.2; H: 2.4; I: -0.1; J: -2.5; K: 0.2
O=C(COC(=O)c1ccccc1[N+](=O)[O-])NC(=O)c1ccccc1
  A: 1.6; B: 7; C: -5; D: -2; E: -12; F: 0.2; G: -0.5; H: 1.1; I: 0.7; J: 2.3; K: 1.1
CCOc1ccc(C(=O)CCC(=O)N2CCN(c3ccccc3O)CC2)cc1
  A: 0.0; B: -1; C: -2; D: -1; E: -1; F: -1.1; G: -1.6; H: 0.8; I: -2.2; J: -2.2; K: -0.8
COc1ccc(OC)c(S(=O)(=O)n2ccnc2C(C)C)c1
  A: 2.8; B: 2; C: 1; D: 0; E: -5; F: 0.9; G: -1.2; H: 0.9; I: -3.0; J: 1.2; K: -0.2
CN(Cc1cn(-c2ccccc2)nc1-c1ccc(Cl)cc1)C(=O)CCC(=O)O
  A: 1.9; B: 1; C: 0; D: -1; E: 2; F: 0.1; G: -1.3; H: 2.2; I: -1.5; J: 2.9; K: 0.7
CCOc1ccccc1NS(=O)(=O)c1c[nH]c(C(=O)OC)c1
  A: -0.2; B: 0; C: -2; D: -2; E: -13; F: -0.9; G: -1.1; H: -0.2; I: -0.8; J: -2.1; K: -0.9
CCCCC(=O)OCC(=O)c1[nH]c(C)c(C(C)=O)c1C
  A: -1.1; B: 1; C: -3; D: -4; E: -6; F: 0.8; G: -1.0; H: 0.8; I: -1.6; J: 4.3; K: 0.8
CCCCCC[n+]1ccccc1/C=C/c1ccc(N(C)C)cc1
  A: .; B: -13; C: 0; D: -14; E: -8; F: -8.7; G: -2.7; H: -9.8; I: -11; J: -15; K: -6.7
O=C(NCc1ccncc1)c1cc(C(=O)C2CCCCC2)c[nH]1
  A: 0.5; B: -4; C: 1; D: -2; E: 2; F: -0.5; G: -1.7; H: -1.5; I: -0.3; J: -1.8; K: -0.8
O=C(/C=C/c1ccc2c(c1)OCO2)N1CCN(c2n[nH]c(=O)[nH]c2=O)CC1
  A: -0.4; B: -2; C: -19; D: 0; E: -49; F: -0.2; G: -1.9; H: 1.6; I: -1.3; J: 0.5; K: -1.2
CN1CCCN(C(=O)c2cccc3ccccc23)CC1
  A: 0.2; B: 7; C: -1; D: 0; E: 7; F: 0.1; G: -1.0; H: -0.3; I: -0.6; J: 0.3; K: -0.5
COc1cc2c(cc1OC)C1=C(C#N)CC/C(=N\S(=O)(=O)c3ccccc3)N1CC2
  A: -0.4; B: -1; C: -4; D: 3; E: -7; F: -1.4; G: -1.5; H: 1.6; I: -0.1; J: -5.1; K: -2.4
O=C1CN(C(=O)c2ccccc2)C(c2ccccc2)c2cc(Cl)ccc2N1 (stereo not given)
  A: 0.1; B: -22; C: -1; D: -4; E: -2; F: 0.7; G: -1.3; H: 2.1; I: 0.3; J: 0.1; K: -1.0
C/C(=N\NC(=S)NC1CCCCC1)c1ccccc1
  A: -0.2; B: 1; C: 2; D: 3; E: 7; F: 0.1; G: 0.4; H: 3.8; I: -0.4; J: 1.8; K: -0.3
Cc1cccc(N2CCN(C(=O)CC(NC(=O)c3ccccc3)c3ccccc3)CC2C)c1 (stereo not given)
  A: -1.1; B: -1; C: 2; D: 0; E: 9; F: -0.2; G: -2.2; H: -1.9; I: -1.7; J: -0.1; K: 1.5

Other structures follow:
Abbreviations – A = DAX1 inh-1; B = NPR1 activator; C = ADAM17 inh; D = SMARCA2 act; E = ADAM10 inh; F = DAX1 inh-2; G = ssDAF-12 act; H = FXN GAA850 act; I = PG9 binder; J = hgDAF-12 ag; K = hcDAF12 agonist
Cc1cccc(OCCOC(=O)C2CCN(S(=O)(=O)c3cccs3)CC2)c1
  A: 0.1; B: 1; C: 0; D: -1; E: 10; F: -1.0; G: -1.4; H: 2.0; I: 0.8; J: -0.9; K: 1.0
COC(=O)[C@H](Cc1ccc(O)cc1)NCCCn1cnc(C(=O)Nc2ccc(C)c(C)c2)n1
  A: -0.6; B: 4; C: -2; D: -2; E: 6; F: -1.9; G: -1.3; H: 1.2; I: 0.8; J: 0.1; K: 0.1
CN1CCN(C(=O)c2cc3c(c(-c4cccc(C#CC(C)(C)O)c4)n2)[C@@H](CCO)N(S(=O)C(C)(C)C)C3)CC1 (stereo not given in full)
  A: .; B: 3; C: -7; D: 2; E: -20; F: -0.2; G: -0.7; H: .; I: -1.8; J: -0.7; K: 1.1
O=C(NN1C(=O)c2ccccc2NC1c1ccc([N+](=O)[O-])o1)c1ccc([N+](=O)[O-])cc1 (stereo not given)
  A: -2.2; B: -4; C: 1; D: 7; E: 0; F: -2.0; G: -1.8; H: 0.7; I: -0.6; J: -3.9; K: -0.9
O=C(Nc1ccc2c(c1)CCC2)c1cccc(F)c1
  A: 1.3; B: -8; C: -5; D: 6; E: 14; F: 4.4*; G: 0.8; H: 3.0; I: -0.1; J: 19*; K: 8.0*
CC(C)NC(=O)OCc1c(COC(=O)NC(C)C)c([N+](=O)[O-])n2c1CCC2
  A: .; B: -1; C: -1; D: -4; E: 5; F: -1.0; G: -0.9; H: .; I: 1.3; J: -1.4; K: 0.3
S=c1[nH]nc(-c2ccccn2)n1/N=C/c1ccccc1
  A: 0.5; B: -1; C: -1; D: 0; E: -6; F: 0.1; G: -1.2; H: 0.4; I: -2.6; J: 0.0; K: 0.9
CC(=O)CSc1nnc(-c2cnccn2)n1-c1ccccc1
  A: 1.1; B: 5; C: 0; D: 3; E: 4; F: 1.0; G: -1.0; H: 0.9; I: 0.0; J: -1.0; K: -0.8
Cc1nc(-c2ccccc2)nc2n[nH]c(N)c12
  A: 2.5; B: 4; C: 0; D: 3; E: 1; F: 0.1; G: -0.3; H: 2.0; I: 0.4; J: 3.2; K: 3.9
O=[N+]([O-])c1cccc2cnccc12
  A: 0.6; B: 0; C: -7; D: -2; E: -3; F: -0.2; G: -0.9; H: 3.9; I: 1.5; J: -1.6; K: 0.1
CC1(Oc2cccc(C#N)c2)CCN(Cc2ccccc2OC(F)F)C1 (stereo not given)
  A: .; B: -1; C: 2; D: -1; E: -5; F: 0.8; G: -1.8; H: 0.1; I: 0.8; J: -0.8; K: -1.4
COc1cccc(Nc2nc3ccccc3n3cnnc23)c1
  A: -0.3; B: -4; C: 2; D: 0; E: 3; F: -0.2; G: -1.5; H: 5.7; I: -0.1; J: 1.1; K: -0.7
COCCCNC(=O)C[C@H]1C[C@@]2(C(=O)OC)C(=C[C@H](C3CCCC3)O[C@@H]2C)N(CCc2ccc(OC)c(OC)c2)C1=O
  A: .; B: 1; C: 1; D: 1; E: 4; F: -0.6; G: -1.1; H: .; I: .; J: 1.8; K: -2.3
COc1ccc(S(=O)(=O)Nc2cccc3c2O[C@H](CN(C)CC2CC2)[C@@H](C)CN([C@H](C)CO)C3=O)cc1
  A: 1.4; B: 0; C: -2; D: 1; E: -10; F: 0.2; G: -1.6; H: -0.7; I: 3.3; J: 2.3; K: -1.2
COc1ccccc1C(=O)NC(=S)Nc1cccnc1Cl
  A: -4.0; B: 2; C: -4; D: 2; E: -4; F: 1.2; G: 1.2*; H: -0.4; I: 0.3; J: 5.0; K: 8.1*

Continued.
Abbreviations – A = DAX1 inh-1; B = NPR1 activator; C = ADAM17 inh; D = SMARCA2 act; E = ADAM10 inh; F = DAX1 inh-2; G = ssDAF-12 act; H = FXN GAA850 act; I = PG9 binder; J = hgDAF-12 ag; K = hcDAF12 agonist
COc1ccccc1C(=O)NCCn1ccc2ccccc21
  A: 0.2; B: -3; C: -2; D: 3; E: 2; F: 0.7; G: -1.1; H: -0.8; I: -2.3; J: -0.5; K: -1.1
Nc1nc(CCl)nc(Nc2ccccc2)n1
  A: -2.5; B: 6; C: -1; D: 0; E: 0; F: -1.3; G: -1.8; H: -7.8; I: 0.1; J: 3.4; K: 2.4
O=C(/C=C/c1ccc([N+](=O)[O-])cc1)NCCSc1ccccc1
  A: 0.6; B: 5; C: 8; D: -2; E: 19; F: -0.8; G: -1.6; H: 0.8; I: -0.9; J: 0.9; K: 1.5
O=C(c1cc(-c2cccs2)nc2ccccc12)N1CCN(c2ccccc2)CC1
  A: -0.2; B: -3; C: -17; D: 1; E: -55; F: -0.4; G: -1.3; H: -2.5; I: 0.4; J: -0.7; K: -2.1
O=C1c2ccccc2NC(c2ccccc2)N1c1ccc(O)cc1 (stereo not given)
  A: -1.4; B: -12; C: -31; D: 0; E: -73; F: -1.2; G: -1.7; H: 3.0; I: -1.4; J: -1.2; K: -0.7
C[C@H](NC(=O)c1nc[nH]c1C(=O)NCc1ccccc1)c1ccccc1
  A: -0.7; B: 2; C: 3; D: 1; E: 15; F: -0.1; G: -0.6; H: 2.1; I: 0.3; J: -0.9; K: 4.3
CCOC(=O)NNC(=O)C12CC3CC(CC(C3)C1)C2
  A: -0.2; B: 6; C: -4; D: -3; E: 4; F: 0.4; G: -1.9; H: 1.4; I: 0.4; J: 3.2; K: -1.9
CCC(C)[C@H](NC(=O)N1CCN(c2cccc(C(F)(F)F)c2)CC1)C(=O)OC (stereo not given in full)
  A: -0.6; B: 1; C: 2; D: -4; E: 4; F: -0.5; G: -2.1; H: -0.8; I: -0.6; J: -2.1; K: -1.1
CC1CN(C(=S)SCCN2C(=O)CCC2=O)CC(C)O1 (stereo not given)
  A: 1.1; B: -2; C: -4; D: 3; E: 0; F: 0.2; G: -1.4; H: 3.1; I: -0.7; J: -0.9; K: -0.6
COc1cc(OC)cc(C(=O)NCCOc2ccccc2)c1
  A: 1.4; B: -3; C: 2; D: 5; E: 3; F: 1.6; G: -0.6; H: 2.2; I: 0.4; J: 10; K: 1.1
COc1ccccc1NC(=S)N1CCCc2ccccc21
  A: 0.4; B: 2; C: -4; D: -5; E: -4; F: 1.3; G: -1.1; H: 0.3; I: -0.1; J: -2.2; K: -0.6

Laid out differently: entries from further up.
COc1ccccc1C(=O)NCCn1ccc2ccccc21
  DAX1 inh-1: 0.2
  NPR1 activator: -3
  ADAM17 inh: -2
  SMARCA2 act: 3
  ADAM10 inh: 2
  DAX1 inh-2: 0.7
  ssDAF-12 act: -1.1
  FXN GAA850 act: -0.8
  PG9 binder: -2.3
  hgDAF-12 ag: -0.5
  hcDAF12 agonist: -1.1

CC(C)NC(=O)OCc1c(COC(=O)NC(C)C)c([N+](=O)[O-])n2c1CCC2
  DAX1 inh-1: .
  NPR1 activator: -1
  ADAM17 inh: -1
  SMARCA2 act: -4
  ADAM10 inh: 5
  DAX1 inh-2: -1.0
  ssDAF-12 act: -0.9
  FXN GAA850 act: .
  PG9 binder: 1.3
  hgDAF-12 ag: -1.4
  hcDAF12 agonist: 0.3
